Source: PubChem (several laboratories)
NOD2 RIPK2 PPI – blocks binding of human NOD2 to RIPK2; inhibition, % at 4.98 µM; 360,000 compounds, 0.38% hits; AID 624267; CHO BLA complementation NOD2-RIPK2, CCF4 ratio; O43353; in the data active = inhibition above about 21%;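 note: 0% = vehicle only and 100% = reference blocker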
Glyco luc inh – blocks N-linked glycosylation in D54 reporter cells; D54 ERlucT glycosylation luciferase reporter, 24 h; percent of 100 nM tunicamycin response; reporter increase, % at 12.5 µM; 360,000 compounds, 0.23% hits; AID 588692;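 active = mean luciferase reporter signal, scaled so untreated is 0 and the glycosylation-blocking control 100, at or above a set limit in every replicate; inconclusive = mean reaches the limit but not every replicate does; inactive = mean below the limit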;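 note: luciferase carries N-glycosylation sites so blocking glycosylation raises the light; 0% = median of neutral control wells and 100% = median of 100 nM tunicamycin wells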
ABCB6 inh MLPCN – inhibitors of human ABC transporter ABCB6. fluorescence ratio to DMSO, % at 10 µM. 360,000 compounds, 0.19% hits. Q9NP58. AID 602162. K562-ABCB6 porphyrin accumulation, flow cytometry, 1 h; stronger effect = lower value;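 active = fluorescence ratio to DMSO below 75%, the collection mean minus 3 SD; inconclusive = too few cells collected in the well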;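 note: signal is porphyrin accumulated inside mitochondria; 100% equals median channel fluorescence of DMSO control wells; lower ratio means ABCB6 inhibition with less porphyrin fluorescence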
TLR9-MyD88 inh – TLR9-MyD88 interaction inhibition; inhibition, % at 4.98 µM; CHO BLA complementation TLR9-MyD88, CCF4 FRET ratio; 340,000 compounds, 0.21% hits; AID 504734;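 active = inhibition above the mean over all tested compounds plus 3 SD, cut at about 21% in these data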;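 note: 0% = DMSO only wells and 100% = clavulanate BLA inhibitor control wells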
MC4R barr agon – activates human MC4R beta-arrestin recruitment; U2OS MC4R beta-arrestin complementation, luminescence; percent of melanotan II response, DMSO zero; 360,000 compounds, 0.98% hits; activation, % at 8.9 µM; P32245;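 active = activation above a per-plate cutoff, the mean activation of sample wells on that plate plus 3 SD, cut at about 8% in these data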
Cardio protect – protects H9c2 cardiomyocytes from peroxide injury. H2O2 injury protection, ATPLite, 2 h. protection from H2O2 cell death, % at 20 µM. 360,000 compounds, 0.63% hits;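 active = compounds giving at least 50% protection of heart cells from peroxide-induced death in the single-dose screen, raw or plate-pattern-corrected value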;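 note: 0% = DMSO wells with peroxide and 100% = DMSO wells without peroxide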
NCOA2 inhibitor – inhibits human steroid receptor coactivator 2 | inhibition, % at 9 µM | Q15596 | AID 651957 | HEK293 GAL4-SRC2 luciferase reporter, luminescence | 370,000 compounds, 0.17% hits;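 active = inhibition above the mean inhibition of all tested compounds plus 3 SD, set per campaign, cut at about 52% in these data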;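 note: 0% = DMSO treated cells and 100% = cells given Gossypol at 36 µM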
m5-HT2A agonist – activates the mouse 5-HT2A serotonin receptor | 360,000 compounds, 0.66% hits | activation, % at 7.6 µM | CHO-K1 mHTR2A beta-arrestin complementation, luminescence; percent of 30 µM serotonin response | AID 624169 | P35363;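 active = activation above a run cutoff, the mean activation of all tested compounds plus 3 SD, cut at about 14% in these data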;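 note: 0% = plate median of compound wells and 100% = 30 µM serotonin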
ABHD5 PLIN5 PPI – inhibitors of human ABHD5-perilipin-5 interaction | Split G. princeps luciferase complementation, luminescence, 4 h | inhibition, % at 4 µM | 360,000 compounds, 0.78% hits | AID 602281;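 active = inhibition above the mean inhibition across every tested compound plus 3 SD, cut at about 22% in these data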;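 note: 0% = DMSO only wells and the 100% control is not disclosed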
Target sequence (Q00G26 whole entry, looked up): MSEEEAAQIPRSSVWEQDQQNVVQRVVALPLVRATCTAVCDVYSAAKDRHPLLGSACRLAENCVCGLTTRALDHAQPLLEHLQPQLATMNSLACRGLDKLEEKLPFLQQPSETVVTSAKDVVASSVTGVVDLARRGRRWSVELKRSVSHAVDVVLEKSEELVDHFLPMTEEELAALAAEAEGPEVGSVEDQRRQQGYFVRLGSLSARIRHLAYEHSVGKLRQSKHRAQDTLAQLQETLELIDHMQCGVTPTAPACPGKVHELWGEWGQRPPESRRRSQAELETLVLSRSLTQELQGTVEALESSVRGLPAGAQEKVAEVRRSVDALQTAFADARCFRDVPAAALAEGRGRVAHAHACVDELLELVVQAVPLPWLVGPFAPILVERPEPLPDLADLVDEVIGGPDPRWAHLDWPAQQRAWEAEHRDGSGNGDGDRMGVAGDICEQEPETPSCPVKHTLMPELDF
Target sequence (Q8WTS1 whole entry, looked up): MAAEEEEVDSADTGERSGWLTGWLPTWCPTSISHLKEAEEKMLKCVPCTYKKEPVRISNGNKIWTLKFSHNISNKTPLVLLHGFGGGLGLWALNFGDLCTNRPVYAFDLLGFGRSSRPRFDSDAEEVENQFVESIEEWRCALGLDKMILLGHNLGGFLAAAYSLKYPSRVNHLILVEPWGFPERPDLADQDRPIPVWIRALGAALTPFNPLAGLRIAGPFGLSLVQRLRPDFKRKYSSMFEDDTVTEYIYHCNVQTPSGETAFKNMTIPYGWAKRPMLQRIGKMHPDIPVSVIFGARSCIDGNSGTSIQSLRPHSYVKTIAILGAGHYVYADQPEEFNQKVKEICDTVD
MC4R antagonist – blocks human MC4R cAMP signaling; P32245; MC4R-expressing cells, MTII-stimulated cAMP, LANCE TR-FRET; inhibition, % at 6.5 µM; 360,000 compounds, 0.48% hits;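 active = inhibition above its plate's cutoff, the mean of tested wells on that plate plus 3 SD, cut at about 29% in these data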;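 note: 0% = Melanotan II alone and 100% = Melanotan II plus saturating MCL0020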
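Assay system: human MC4R-expressing U2OS cells; reagent: Melanotan II stimulation of cells; dosing: 6.5 µM single dose; timing: compound 30 min, challenge 1 h, detection 1 h; signal: TR-FRET cAMP assay; replicates: one well per compound, no replicates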
* = called active by the depositor; ? = inconclusive; / = not tested or not shown.

1	COc1cccc(-c2csc(N3CCN(C(=O)Nc4ccccc4OC)CC3)n2)c1
2	Cc1ccc(S(=O)(=O)N(C)C)cc1NC(=O)COC(=O)CC1CCCC1
3	COc1ccc(C(=O)/C=C/Nc2ccc(S(=O)(=O)Nc3cc(OC)nc(OC)n3)cc2)c(OC)c1
4	C=CCNC(=O)CCc1nnc(C2(c3ccc(Cl)cc3)CCC2)o1
5	COc1ccc2c(c1)c1ccccc1n2C
6	COc1ccc(CCNC(=O)c2ccc3nc4cc(Cl)ccc4c(=O)n3c2)cc1OC
7	CCCc1cc(=O)n2[nH]c(-c3ccccc3)cc2n1
8	O=C(c1cccc(S(=O)(=O)N2CCc3ccccc32)c1)N1CCc2ccccc2C1
Assay by compound,1,2,3,4,5,6,7,8
NOD2 RIPK2 PPI,-2,-6,-1,-4,-11,-3,-10,-1
Glyco luc inh,-1,3,1,0,1,-4,-2,-2
ABCB6 inh MLPCN,102,98,89,101,101,102,98,88
TLR9-MyD88 inh,3,-12,1,-7,-8,6,-11,8
MC4R barr agon,1.0,0.6,1.4,0.6,-1.2,-0.1,0.4,-3.2
Cardio protect,2,-10,1,4,-3,12,-7,0
NCOA2 inhibitor,-13,5,9,-27,3,-10,-94,-10
m5-HT2A agonist,-3,-2,-4,6,-2,-4,-2,-6
ABHD5 PLIN5 PPI,-6,6,2,-6,1,2,-1,-1
MC4R antagonist,-1,0,6,6,-6,19,3,1

Six entries out of the list above, sorted by the number in MC4R barr agon, lowest first:
No. | molecule | MC4R barr agon
8 | O=C(c1cccc(S(=O)(=O)N2CCc3ccccc32)c1)N1CCc2ccccc2C1 | -3.2
5 | COc1ccc2c(c1)c1ccccc1n2C | -1.2
6 | COc1ccc(CCNC(=O)c2ccc3nc4cc(Cl)ccc4c(=O)n3c2)cc1OC | -0.1
7 | CCCc1cc(=O)n2[nH]c(-c3ccccc3)cc2n1 | 0.4
2 | Cc1ccc(S(=O)(=O)N(C)C)cc1NC(=O)COC(=O)CC1CCCC1 | 0.6
3 | COc1ccc(C(=O)/C=C/Nc2ccc(S(=O)(=O)Nc3cc(OC)nc(OC)n3)cc2)c(OC)c1 | 1.4

New compounds follow
9	O=C(Nc1ccc2oc(-c3cccnc3)nc2c1)c1ccc([N+](=O)[O-])o1
10	N#C/C(=C/c1ccc(CNS(=O)(=O)c2ccccc2)o1)C(=O)NCc1ccccc1
11	Cc1ccc(-n2nc3c(=O)n(C(C)C(=O)NCc4ccco4)nc(C)c3c2C)cc1 (stereo not given)
12	CC1(C)Cc2c(C#N)c(NCC3CCCO3)nc(-c3ccco3)c2CO1 (stereo not given)
13	CC1(C(=O)Nc2ccc3c(c2)OCCO3)CCN1C(=O)Cc1cc(F)ccc1F (stereo not given)
14	CCn1cc(C(=O)N2CCN(c3ccc([N+](=O)[O-])cc3)CC2)c(=O)c2ccc(C)nc21
15	CC(C)c1ccc(NC(=O)c2ccc(NC3=NC4CS(=O)(=O)CC4S3)cc2)cc1 (stereo not given)
16	COC(=O)Nc1nc(-c2ccccc2)c(C(=O)c2ccc(Cl)cc2)s1
Assay by compound,9,10,11,12,13,14,15,16
NOD2 RIPK2 PPI,0,-4,-4,-11,-12,-8,-6,-4
Glyco luc inh,35*,1,1,2,1,4,-1,?
ABCB6 inh MLPCN,95,93,100,107,100,101,95,84
TLR9-MyD88 inh,4,15,7,-1,/,1,8,1
MC4R barr agon,-1.8,-2.5,-3.0,-1.5,-0.9,-1.5,0.5,-1.9
Cardio protect,-10,7,-5,-2,0,2,-5,2
NCOA2 inhibitor,-27,-5,-2,-9,1,-3,-32,-44
m5-HT2A agonist,3,-8,1,-3,-1,7,3,11
ABHD5 PLIN5 PPI,1,-1,9,16,1,4,4,6
MC4R antagonist,-14,-2,-2,1,2,0,12,-26

17	COc1ccc(C2SCC(=O)N2C)cc1 (stereo not given)
18	NC(=O)c1ccc(NC(=O)COC(=O)c2ccccc2SCC(=O)N2CCCC2)cc1
19	COc1cccc(-c2cc(C(=O)N/N=C/c3ccc(OC)c(COC(C)=O)c3)c3ccccc3n2)c1
20	O=C(CSc1nc2ccccc2n1CC(=O)NCc1ccccc1)NCc1ccco1
21	COC(=O)C1=C(N)Oc2cc(C)n(CCc3ccccc3)c(=O)c2C1c1cccnc1 (stereo not given)
22	O=C(c1c(F)cccc1F)N1CCCC(c2nc(-c3ccc(Cl)cc3)no2)C1 (stereo not given)
23	COC(=O)c1ccccc1OCCCCN1CC(C)OC(C)C1 (stereo not given)
24	CCCc1c(C(=O)Nc2ccc(OC)cc2)cnn1-c1ccccc1
Assay by compound,17,18,19,20,21,22,23,24
NOD2 RIPK2 PPI,-1,-15,-19,-9,3,-3,-9,-9
Glyco luc inh,1,0,0,3,0,-1,2,-1
ABCB6 inh MLPCN,92,94,79,96,110,99,98,101
TLR9-MyD88 inh,2,4,-5,-1,-6,-2,4,-3
MC4R barr agon,-0.9,0.8,-1.8,0.4,-2.3,-1.1,-1.8,-1.9
Cardio protect,6,13,17,2,16,-5,-3,2
NCOA2 inhibitor,14,0,-9,9,0,7,8,-34
m5-HT2A agonist,3,9,-3,-2,0,-1,3,-2
ABHD5 PLIN5 PPI,-10,6,5,5,-1,3,0,-2
MC4R antagonist,-3,1,3,3,1,7,5,22

25	CCN(CC)CCn1c(=S)[nH]c2ccc(Br)cc2c1=O
26	Cc1cc(C)n(-c2ccc(C(=O)NC3=NCCS3)cc2)n1
27	Cc1nn(CCc2nn[nH]n2)c2nc(-c3ccc(Br)cc3)cc(C(F)(F)F)c12
28	CC(=O)Nc1nc2ccccc2n1Cc1ccc(Cl)cc1
29	COc1ccc(CC(=O)Nc2cccnc2)cc1
30	Cc1ccc(S(=O)(=O)N2CCCCC2)cc1NC(=O)c1ccc(=O)[nH]c1
31	NC(=O)CC(NC(=O)c1ccc(Br)cc1)c1ccc(NC2CCCCCCC2)c([N+](=O)[O-])c1 (stereo not given)
32	COC(=O)[C@@H](Cc1ccccc1)NS(=O)(=O)N[C@H](Cc1ccccc1)C(=O)OC
Assay by compound,25,26,27,28,29,30,31,32
NOD2 RIPK2 PPI,-10,-10,-6,8,-16,2,-1,7
Glyco luc inh,3,-1,0,13,0,0,10,1
ABCB6 inh MLPCN,98,100,97,94,98,101,97,98
TLR9-MyD88 inh,-2,-7,0,6,5,-8,0,3
MC4R barr agon,-1.7,0.4,0.3,-2.0,-0.7,-2.4,0.4,0.9
Cardio protect,0,0,-8,22,-5,0,-14,-1
NCOA2 inhibitor,7,-38,17,14,3,6,3,0
m5-HT2A agonist,-3,-2,-6,-4,5,-2,-4,2
ABHD5 PLIN5 PPI,-3,5,-1,1,0,3,-5,3
MC4R antagonist,2,-7,21,10,2,-6,3,4

Single entries from the list.
`COc1cccc(-c2csc(N3CCN(C(=O)Nc4ccccc4OC)CC3)n2)c1` in ABCB6 inh MLPCN = 102
`CC(=O)Nc1nc2ccccc2n1Cc1ccc(Cl)cc1` in NOD2 RIPK2 PPI = 8

The list goes on:
33	O=C(CCc1ccccc1)Nc1ccc(S(=O)(=O)N2CCCC2)cc1
34	O=C(NC12CC3CC(CC(C3)C1)C2)c1ccc([N+](=O)[O-])o1
35	O=c1c(Cc2ccc(Cl)cc2)c(O)ccn1Cc1cccc(Cl)c1
36	COc1ccc(N(CC(=O)Nc2ccc3c(c2)OCCO3)S(C)(=O)=O)c(OC)c1
37	COc1ccc(N2CCN(C(=O)c3cccc(NC(=O)c4ccco4)c3)CC2)cc1
38	CCN1CCN(CC(=O)n2c3c(c4ccccc42)CC(C)CC3)CC1 (stereo not given)
39	COc1ccc(S(=O)(=O)Cc2ccc(C(=O)N3CCN(c4ccccc4)CC3)o2)cc1
40	CCOc1ccc(NC(=O)CCCN2C(=S)NC(C)(C)CC2C)cc1 (stereo not given)
Assay by compound,33,34,35,36,37,38,39,40
NOD2 RIPK2 PPI,-9,5,1,-11,-11,5,10,-8
Glyco luc inh,0,-8,1,-7,-2,-4,-2,3
ABCB6 inh MLPCN,96,90,100,89,110,91,101,96
TLR9-MyD88 inh,8,6,3,-2,-4,1,3,-12
MC4R barr agon,-0.7,-1.6,0.4,-1.2,-3.9,0.5,0.3,3.4
Cardio protect,-3,-20,-3,-11,10,-4,7,4
NCOA2 inhibitor,-4,22,-21,0,8,16,-36,-2
m5-HT2A agonist,-1,1,-2,-1,1,2,-2,3
ABHD5 PLIN5 PPI,-5,3,-3,1,-8,-6,-3,-1
MC4R antagonist,7,2,8,-5,4,3,-15,-7

41	CCOC(=O)C1=C(C)NC2=C(C(=O)CC(C)(C)C2)C1c1ccc(O)c(OCC)c1 (stereo not given)
42	CCOc1ccc(CN2CCNC(=O)C2CC(=O)NCCN2CCOC2=O)cc1 (stereo not given)
43	CC(=O)c1sc(NC(=O)C2CCN(C(=O)c3ccccc3C)CC2)nc1-c1ccccc1
44	COc1ccc(C(=O)OCC(=O)NC(Cc2ccccc2)C(C)=O)cc1S(=O)(=O)N1CCCC1 (stereo not given)
45	CC1CCN(C(=O)CCc2nnc3ccc(NCCCN4CCCC4=O)nn23)CC1
46	C[C@]12CCC3C(CC[C@H]4CCCC[C@]34C)C1CC[C@@]2(O)CNCCO (stereo not given in full)
47	O=S(=O)(Cc1ccccc1)N=Nc1c(O)[nH]c2ccc(Br)cc12
48	CC(=O)NS(=O)(=O)c1ccc(NC(=O)/C=C/c2cn(-c3ccccc3)nc2-c2ccccc2)cc1
49	COc1ccc(C(=O)NCc2ccc(Cl)cc2)cc1S(=O)(=O)N1CCCC1
Assay by compound,41,42,43,44,45,46,47,48,49
NOD2 RIPK2 PPI,-4,2,6,3,0,9,-3,3,6
Glyco luc inh,0,-1,0,1,1,-5,4,0,-2
ABCB6 inh MLPCN,97,98,97,104,97,90,102,101,93
TLR9-MyD88 inh,-5,7,-1,5,-4,-1,-1,-5,-8
MC4R barr agon,-0.4,0.8,-2.5,-3.1,-2.7,-1.2,-0.6,-0.1,-0.3
Cardio protect,-6,12,2,0,-6,5,-8,12,2
NCOA2 inhibitor,8,-8,28,6,10,-1,/,-5,-25
m5-HT2A agonist,2,-1,2,-5,4,6,-1,-5,-5
ABHD5 PLIN5 PPI,2,-4,9,6,-7,-8,-3,7,0
MC4R antagonist,18,-1,20,1,5,0,1,9,6

Not all compounds are listed; rates above refer to the full screens.
